Lamin A splicing – LMNA splicing modulation | HeLa LMNA splicing GFP/RFP minigene ratio, 48 h | Potency, µM (highest dose often 46.1 µM), for inactives: at the top dose ratio change, negative = inhibition, actives largely listed as inhibitors | actives 0.01% (n = 200,000); active means well fitted inhibition curve with a large enough effect in the signal ratio, with a control signal flat, not every such curve was filed as active; inconclusive means small, poorly fitted or top-dose-only effect, or effect the other way, or a change in a side signal; the % refers to the signal ratio; further: potency means the concentration at half of the fitted maximal effect; on the % scale 0 is the no-effect control and ±100 the full control effect
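S3 HeLa stable clones carrying a lamin A-EGFP splicing minigene plus DsRed2 were seeded at 600 cells/well in Opti-MEM with 2% FBS, pin-dosed and incubated 48 h at 37°C. Acumen cytometry (488 nm) gave the GFP/RFP total-intensity ratio.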
HTT aggregate – reduces HttQ103-GFP aggregates in PC12 cells; PC12 HttQ103-GFP aggregates, Acumen cytometry, 40 h; Potency, µM (doses to about 46.1 µM), for inactives: top-dose activity change, negative = inhibition, most hits filed as inhibitors; actives 1.1% (n = 220,000); AID 1688; further: potency means the concentration at half of the fitted maximal effect; on the % scale 0 is the no-effect control and ±100 the full control effect; nearly all actives have a fitted effect of over 60% in size
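Aggregate formation scored by laser-scanning cytometer (488 excitation, 500–530 emission) in lysed PC12 cells expressing Q103-GFP after 100 nM tebufenozide induction; library tested in dose series, with ATPLite reagent added in the multiplex.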
CBFb-RUNX1 inh – CBF-beta/RUNX1 interaction disruption. Q01196+Q13951. AlphaScreen CBFb-His/RUNX1-biotin binding, biochemical. Potency, µM (highest dose often 59.8 µM), inactives show top-dose activity, negative = inhibition, actives largely listed as inhibitors. 230,000 tested, under 10 active; further: % of control where 0% means no effect
Target sequence (Q01196 whole entry, looked up): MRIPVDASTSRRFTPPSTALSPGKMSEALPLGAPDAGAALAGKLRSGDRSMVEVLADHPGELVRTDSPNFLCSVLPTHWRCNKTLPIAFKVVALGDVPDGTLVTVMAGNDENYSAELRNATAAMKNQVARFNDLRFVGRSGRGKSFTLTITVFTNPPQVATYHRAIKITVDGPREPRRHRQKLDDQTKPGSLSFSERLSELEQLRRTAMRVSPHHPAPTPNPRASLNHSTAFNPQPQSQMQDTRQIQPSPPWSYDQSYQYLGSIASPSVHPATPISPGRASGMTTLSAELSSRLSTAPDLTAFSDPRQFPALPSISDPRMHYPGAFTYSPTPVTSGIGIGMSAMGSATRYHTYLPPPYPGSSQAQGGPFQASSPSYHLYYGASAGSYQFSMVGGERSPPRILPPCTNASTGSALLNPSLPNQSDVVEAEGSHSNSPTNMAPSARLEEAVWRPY
Target sequence (Q13951 whole entry, looked up): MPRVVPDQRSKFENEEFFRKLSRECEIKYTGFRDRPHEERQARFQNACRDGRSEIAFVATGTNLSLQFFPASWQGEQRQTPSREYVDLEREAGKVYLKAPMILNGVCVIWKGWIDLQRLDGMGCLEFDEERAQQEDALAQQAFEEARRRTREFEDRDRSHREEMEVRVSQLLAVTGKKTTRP
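AlphaScreen proximity signal reports loss of binding between His-tagged CBF-beta and biotin-labelled RUNX1, each at 30 nM. Proteins are pre-associated for 20 minutes, compounds added for 15 minutes, then beads for 90 minutes, all at ambient temperature.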
SMN2 splice enh – SMN2 splice variant enhancement; Potency, µM (top dose mostly 46.1 µM), for the others: at the top dose activity change, positive = activation, usual class: activators; actives 2.8% (n = 210,000); HEK293 SMN2-luciferase splicing reporter, luminescence, 30-36 h; further: potency means the concentration at half of the fitted maximal effect; % of control where 0% means no effect; nearly all actives have a fitted effect of over 55% in size
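qHTS luciferase splicing reporter: luminescence rises when SMN2 exon 7 is included in transfected HEK293 cells. Compound exposure lasted 30-36 h at 37C, with 4.5 mM final sodium butyrate as control, followed by a ONE-Glo read.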
KinaseGlo FLuc – blocks Kinase-Glo luciferase, a counter-screen artifact; actives 0.28% (n = 200,000); Kinase-Glo luciferase, ATP luminescence, 8 min; AID 1379; Q27757; Potency, µM (doses to about 38.3 µM), inactives show at the top dose activity change, negative = inhibition, usual class: inhibitors; further: potency means the concentration at half of the fitted maximal effect; on the % scale 0 is the no-effect control and ±100 the full control effect; nearly all actives have a fitted effect of over 60% in size
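Kinase-Glo luciferase light output from ATP and luciferin was measured with 10 uM ATP, within the enzyme's linear range. Buffer: 50 mM imidazole pH 7.2, 50 mM KCl, 7 mM MgCl2, 0.01% Tween 20, 0.05% BSA; luminescence read after 8 min at ambient temperature.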
HTT ATP protect – cytoprotection in Huntington HTT-Q103 PC12 cell model. PC12 HTT-Q103 induced, cytoprotection, ATP luminescence, 40 h. Potency, µM (series often up to 56.4 µM), without a hit: cytoprotection (ATP increase), most hits filed as activators. actives 0.14% (n = 230,000);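 further: potency means the concentration at half of the fitted maximal effect; % of control where 0% means no effect; nearly all actives have a fitted effect of over 45% in size; toxic huntingtin expression switched on by the ecdysone agonist tebufenozide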
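ATP quantification (ATPlite) reports survival of PC12 cells in which tebufenozide, 100 nM final, switches on Htt exon 1 with 103 glutamines linked to GFP; compounds are titrated.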
IMPase Li inh – IMPase inhibition in cells with lithium potentiation; Potency, µM (top dose mostly 59.4 µM), without a hit: top-dose activity, negative = IMPase inhibition, actives largely listed as inhibitors; CHO-M1 cells, IP1 TR-FRET (IP-One), carbachol + lithium; actives 0.35% (n = 210,000);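 further: IP1 builds up when IMPase is blocked and the TR-FRET signal falls; potency means the concentration at half of the fitted maximal effect; plate controls were basal vehicle for no effect and high inhibitor control for full effect; nearly all actives have a fitted effect of over 50% in size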
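IP1 accumulation measured by competitive TR-FRET in lysed CHO-M1 cells after 30 min compound exposure at 37C, with a small lithium addition to potentiate weak responses. Hill-equation AC50 from ratio and donor-channel data.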
The depositor's hits bear a star; ? = inconclusive; · = no result given; & = joins results of further samples; [ ] = remark or other dose. Unless noted, the call rests on the fitted dose curve; in most records, active means well fitted curve in the direction sought with a large enough effect; inconclusive means small, poorly fitted or top-dose-only effect, or another doubt; inactive means no such curve, though single readings can be large; an effect the other way counts as inactive or inconclusive. A portion of the library; count on the stated rates, not on these rows.

Results follow in this order: Lamin A splicing | HTT aggregate | CBFb-RUNX1 inh | SMN2 splice enh | KinaseGlo FLuc | HTT ATP protect | IMPase Li inh
[1] Cc1ccc2c(c1Cl)NC(C(=O)O)C1CC(Sc3ccccc3[N+](=O)[O-])C(Cl)C21 (stereo not given)
    · | -34%[9.22 µM] | ? | · | · | 2%[10 µM] | ·
[2] CN[C@H](Cc1ccccc1)c1cccc(OC)c1O
    · | · | · | -20%[9.22 µM] | -1%[7.66 µM] | -7%[10 µM] | 0%
[3] Clc1cnc(Oc2ccc(Oc3ncc(Cl)cc3Cl)cc2)c(Cl)c1
    ? | -7%[9.22 µM] | 3%&11%&2% | ? | -4%&2% | -4% | 17%
[4] CCOc1ccccc1-n1c(O)c(C=Nc2c(C)n(C)n(-c3ccccc3)c2=O)c(=O)[nH]c1=O
    2% | -12% | -5% | -6% | 0% | -5% | -4%[38.3 µM]
[5] c1cncc(CNC2=NCCCCC2)c1
    -3% | -9% | 8% | -21% | -5% | -4%[10 µM] | 12%[38.3 µM]
[6] CC1=C2C3OC(=O)C(C)C3CC[C@@]2(C)C=CC1=O (stereo not given in full)
    -3% | 8%[9.22 µM] | 7% | -9% | 0% | 4%[10 µM] | -3%
[7] OCC(Br)CBr (stereo not given)
    · | · | 2%[21.7 µM] | 6% | · | -12% | 6%
[8] CC[C@]1(c2cccc(O)c2)CCCCN(C)C1
    ? | -8%[20.6 µM] | -14%[21.7 µM] | -2%[20.6 µM] | 0%[17.1 µM] | ? | -3%
[9] Cc1cccc(OP(=O)(Oc2ccccc2)OC(c2ccccc2)C(F)(F)F)c1 (stereo not given)
    3% | -2% | -9% | -21% | -1% | · | 9%
[10] CC(C)c1nccn1Cc1ccc(Cl)cc1Cl
    · | · | · | -34%[9.22 µM] | -5%[7.66 µM] | -2%[10 µM] | -1%
[11] OC1C2CN3CN(C2)CC1(c1ccccc1)C3 (stereo not given)
    · | 0%[9.22 µM] | 9% | · | · | 3%[10 µM] | ·
[12] CC/C=C\C/C=C\C/C=C\C/C=C\C/C=C\CCCC(=O)NC(C)C(=O)O (stereo not given)
    · | · | -1% | 10% | 0% | -40%[inhibitor] | 20%
[13] CC(C)CN1CC[C@@]2(CCCN(C(=O)c3ccncc3)C2)C1
    · | · | · | -1% | -2% | -4% | 4%
[14] O=C(O)C[C@H]1OCC=C2CN3CC[C@@]45C6=CC(=O)C(=O)C([N+](=O)[O-])=C6N[C@H]4[C@H]1[C@H]2C[C@@H]35
    · | · | · | -15%[9.22 µM] | -2%[7.66 µM] | 0%[10 µM] | 4%
[15] COc1ccc(C(=O)N/N=C/C23CC[C@@H](O)CC2(O)CC[C@@H]2[C@@H]3CCC3(C)C(C4=CC(=O)OC4)CCC23O)cc1 (stereo not given in full)
    · | 2%[9.22 µM] | -4% | · | · | 22%[10 µM] | ·
[16] CC1(C)CC(=O)C=C(NCCN2CCN(C(=O)Cc3ccc(Cl)cc3)CC2)C1
    0% | 13% | 9% | -10% | -3% | 10% | 13%[38.3 µM]
[17] CCS(=O)(=O)Nc1cccc(C(=C2CCCCC2)c2cnc[nH]2)c1
    -25% | · | -5% | -28% | -4% | 8%[1.9 µM] | 11%
[18] COc1ccc(N)cc1
    · | · | 3%&-5%[21.7 µM] | 3%&7% | · | -51%&-12%[inhibitor] | -9%&-8%
[19] C[n+]1c(/C=C\c2ccc(O)c3ncccc23)[se]c2ccccc21
    · | · | · | -25%[9.22 µM] | -4%[7.66 µM] | -31%[inhibitor][10 µM] | 20%
[20] CC(C)CCNC(=O)Cn1c(=O)oc2cc(S(=O)(=O)N3CCc4ccccc43)ccc21
    ? | ? | -2% | -74%[inhibitor] | -2% | 10% | 7%[38.3 µM]
[21] OCCN(CC#CC(O)(c1ccccc1)C1CCCC1)CCO (stereo not given)
    0% | -9% | 5% | · | · | -5% | ·
[22] NC(=O)CSc1nnc([C@@H](N)Cc2c[nH]c3ccccc23)o1
    6% | -13% | 0% | 2% | 2% | 3% | -3%[38.3 µM]
[23] CCC(C)C(=O)OC1C(O)C2C(CN3CC(C)CCC3[C@]2(C)O)C2C[C@]34O[C@@]5(O)C(OC(=O)C(C)(O)CC)CCC3(C)C5C(OC(C)=O)C(OC(C)=O)C4[C@@]21O (stereo not given in full)
    · | · | 11% | -1% | 3% | 1.4µM* | -4%
[24] Nc1ccc(Cl)cc1
    · | · | -10%[21.7 µM] | 1% | · | -20% | 6%
[25] CCC1(CCSC(=N)N)C(=O)NC(=O)NC1=O
    · | · | · | 1%[9.22 µM] | -6%[7.66 µM] | -23%[10 µM] | -2%
[26] C[C@H](CCC(=O)O)C[C@H](C)C[C@H](C)C(=O)/C=C(\O)[C@H](C)C[C@H](C)C/C=C/[C@@H](C)[C@@H](O)[C@@H](C)[C@@H](O)C[C@@H]1CC[C@@](C)([C@H]2CC[C@@](C)([C@@H](C)O)O2)O1
    · | · | 4% | · | -2%[39.9 µM] | -190%[inhibitor] | 20%
[27] CN1C[C@H](C(=O)N[C@@]2(C)O[C@@]3(O)[C@H]4CCCN4C(=O)[C@@H](Cc4ccccc4)N3C2=O)C=C2c3cccc4[nH]cc(c34)C[C@@H]21
    · | · | · | -3%[9.22 µM] | -8%[7.66 µM] | -11%[10 µM] | 2%
[28] C=CC1CC=CCC1 (stereo not given)
    · | · | 19%[21.7 µM] | -1% | · | 1% | -15%
[29] Cc1cc(N2C(=O)C3CCCN3C2c2ccc(Cl)c(Cl)c2)no1 (stereo not given)
    1% | -4% | 4% | · | · | -10% | ·
[30] COc1ccccc1N1CCN(C(CNC(=O)Oc2ccccc2)c2cccnc2)CC1 (stereo not given)
    9% | -8% | -11% | -4% | 1% | -17% | -2%[38.3 µM]
[31] O=C(O)c1ccccc1SCC(=O)N1c2ccccc2Sc2ccccc21
    ? | -28% | -6% | 11% | -1% | 7%[1.9 µM] | 11%
[32] C[C@H]1CC[C@@]2(NC1)O[C@@H]1C[C@H]3[C@@H]4CC=C5C[C@@H](O)CC[C@]5(C)[C@@H]4CC[C@]3(C)[C@@H]1[C@@H]2C
    -15% | · | -6%[21.7 µM] | 14%[20.6 µM] | 1%[17.1 µM] | ? | 1%
[33] COc1ccc(NC(=O)c2ccc(COCC(F)(F)C(F)F)cc2)cc1
    ? | 9% | -5% | · | 2% | -14%[10 µM] | 13%
[34] CC(=O)Nc1ccccc1C(=O)OCC(=O)c1ccc2c(c1)OCCO2
    -19% | 3% | -7% | · | · | 7%[10 µM] | ·
[35] Cl.Cl.Cl.Cl.Cl.Cl.N.N.N.N.NNNNN.NNNNN.O.O.[Ru].[Ru].[Ru]
    · | · | 0%[21.7 µM] | · | -16% | -12% | 10%
[36] O=P(Nc1cccc(Cl)c1)(Oc1ccccc1)Oc1ccccc1
    · | ? | 6% | -3% | 2% | -203%[inhibitor] | 14%
[37] Cc1ccc2c(c1)=C/C(=C\c1c(O)[nH]c(=S)[nH]c1=O)C(=O)N=2
    -23% | -21% | -7% | 5% | -1% | 7%[10 µM] | -5%
[38] COCCNP(=O)(c1ccccc1)c1nc2ccccc2s1 (stereo not given)
    0% | -3% | 2% | 17% | -1% | 4% | 20%[38.3 µM]
[39] CC(C)c1ccc(N2C(=O)NC(=O)/C(=C/C=C/c3ccco3)C2=O)cc1
    12% | ? | ? | -50%[inhibitor] | 12% | · | 13%
[40] NCc1cc(=O)[nH]o1
    -7% | · | 7% | 12%&-5% | 0%&1% | ? | 4%&-3%&9%
[41] CC[n+]1c(/C=C/N(C)c2ccccc2)sc2ccc(Cl)cc21
    ? | 13µM* | -3% | -26% | -3% | -84%[inhibitor] | 20%[38.3 µM]
[42] C=CCOCC1CO1 (stereo not given)
    · | · | 2%[21.7 µM] | 1% | · | 7% | ?
[43] COc1ccc(Cc2c(O)[nH]c(=O)[nH]c2=O)c(OC)c1
    · | -7%[9.22 µM] | 13% | · | · | 0%[10 µM] | ·
[44] O=C(Oc1nsnc1N1CCOCC1)N(c1ccccc1)c1ccccc1
    ? | 11% | 2% | -24% | -3% | -27% | 22%[38.3 µM]

Rewritten as tab-separated lines: six of the compounds above
no.	compound	Lamin A splicing	HTT aggregate	CBFb-RUNX1 inh	SMN2 splice enh	KinaseGlo FLuc	HTT ATP protect	IMPase Li inh
31	O=C(O)c1ccccc1SCC(=O)N1c2ccccc2Sc2ccccc21	?	-28%	-6%	11%	-1%	7%[1.9 µM]	11%
32	C[C@H]1CC[C@@]2(NC1)O[C@@H]1C[C@H]3[C@@H]4CC=C5C[C@@H](O)CC[C@]5(C)[C@@H]4CC[C@]3(C)[C@@H]1[C@@H]2C	-15%	·	-6%[21.7 µM]	14%[20.6 µM]	1%[17.1 µM]	?	1%
33	COc1ccc(NC(=O)c2ccc(COCC(F)(F)C(F)F)cc2)cc1	?	9%	-5%	·	2%	-14%[10 µM]	13%
34	CC(=O)Nc1ccccc1C(=O)OCC(=O)c1ccc2c(c1)OCCO2	-19%	3%	-7%	·	·	7%[10 µM]	·
35	Cl.Cl.Cl.Cl.Cl.Cl.N.N.N.N.NNNNN.NNNNN.O.O.[Ru].[Ru].[Ru]	·	·	0%[21.7 µM]	·	-16%	-12%	10%
36	O=P(Nc1cccc(Cl)c1)(Oc1ccccc1)Oc1ccccc1	·	?	6%	-3%	2%	-203%[inhibitor]	14%

Source: PubChem (National Center for Advancing Translational Sciences (NCATS))
